Screens from PubChem.
Integrin act MD = integrin-mediated muscular dystrophy alleviation activation; alpha7betagal myoblasts, beta-gal FDG fluorescence, 48 h; Potency, µM (titrated, usually from 38.3 µM), for the others: top-dose activation, most hits filed as activators; 0.064% of 350,000 active; AID 624291;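 also: potency is read from the fitted curve at half-maximal effect; 100% = response of the positive control SU9516; nearly all actives have a fitted effect of over 60% in size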
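alpha7betagal+/- myoblasts (passage 13, 250/well) treated 48 h at 37C with compounds at 1:260 dilution of DMSO stock. Lysed, then beta-galactosidase activity read as FDG fluorescence (ex 480/em 540) after 30 min, with pre-read for autofluorescence.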
TRPV1 ag = activates the human vanilloid receptor TRPV1; Q8NER1; TRPV1-expressing cells, Fluo-8 calcium influx, agonist mode; activation, % at 8.33 µM; 0.19% of 320,000 active; AID 540275; in the data active = activation above about 80%; inconclusive = between about 30% and that limit; also: 0% is about no effect
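TRPV1-expressing cells were cultured overnight at 35.5C and loaded with Fluo-8 calcium dye for 40 to 90 min at room temperature. After a 10 s baseline, compound was added and calcium influx was read kinetically for 3 min (ex 480/em 520 nm).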
ELG1 repair inh = ELG1-dependent DNA repair inhibition | HEK293T ELG1-luciferase reporter, luminescence, 16 h; DNA damage induced by 5-fluorouridine | Potency, µM (top dose mostly 46.1 µM), for inactives: top-dose activity change, negative = inhibition, hits mostly inhibitors | 2.3% of 330,000 active | AID 504467; also: potency is read from the fitted curve at half-maximal effect; % is scaled to controls: 0 for no effect and ±100 for the full control effect; nearly all actives have a fitted effect of over 55% in size
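HEK293T cells expressing luciferase-tagged ELG1 (2,000/well) received 5-Fluorouridine plus compound or DMSO for 16 hr at 37 °C. Luciferase was read by ONE-Glo luminescence after 30 min at room temperature.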
B2AR arrestin = beta2AR (human) beta-arrestin recruitment activity. P07550. beta-arrestin recruitment to beta2AR, cell-based reporter. Potency, µM (doses to about 46.1 µM), inactives show top-dose activation, most hits filed as activators. 0.02% of 330,000 active;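 also: potency is read from the fitted curve at half-maximal effect; 0% = DMSO controls and full agonism = EC100 isoproterenol or metaproterenol; nearly all actives have a fitted effect of over 65% in size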
TCR activator = activates T cell receptor signaling; primary human leukocytes, anti-CD3, IL-2 HTRF, 48 h; Potency, µM (doses to about 9.22 µM), for inactives: at the top dose activation of IL-2 secretion, hits mostly activators; 330,000 tested, under 10 active; AID 504894; also: % of control where 0% means no effect
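TCR engagement came from a-CD3 beads alone, with compounds added to primary human leukocytes for 48 hr. Secreted IL-2 bridged europium cryptate- and d2-labelled anti-IL-2 antibodies, giving FRET emission at 665nm after 320nm excitation.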
p53 reactivation = mutant p53 re-activation in reporter cells | Potency, µM (highest dose often 92.2 µM), for the others: top-dose activity change, positive = activation, most hits filed as activators | H1299 p53-A138V BP100-luciferase reporter, luminescence, 24 h | 0.063% of 320,000 active; also: potency is read from the fitted curve at half-maximal effect; % of control where 0% means no effect; nearly all actives have a fitted effect of over 45% in size
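p53-null H1299 cells stably carrying temperature-sensitive p53-A138V and a BP100-luciferase reporter were pinned with compounds (4-point, 1:5 series) and held 24 hrs at 37 deg C. Luminescence was read 10 min after detection reagent.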
CXXC DNA block = MLL CXXC-DNA interaction inhibition; MLL-CXXC / FITC-HOXA9 DNA fluorescence polarization; AID 2662; 0.037% of 290,000 active; Q03164; Potency, µM (titrated, usually from 115 µM), without a hit: at the top dose activity change, negative = inhibition, usual class: inhibitors; active = well fitted inhibition curve with a large enough effect in the polarisation, with a control signal flat, not every such curve was filed as active; inconclusive = small, poorly fitted or top-dose-only effect, or effect the other way, or a change in a side signal; inactive = no such curve, though single readings can be large or run the other way; the % refers to the polarisation; also: potency is read from the fitted curve at half-maximal effect
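Fluorescence polarization: 7 uM MLL-CXXC (stock) preincubated 5 min with compounds, then 50 nM fluorescein-HOX-A9 DNA (stock) added; 30 min ambient. Buffer 50 mM Tris-HCl pH 7.5, 50 mM NaCl, 1 mM DTT, 0.05% BSA.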
PTAP TSG101 blk = blocks PTAP/TSG101 interaction to inhibit HIV-1 budding. Q99816. Fluorescence polarization, FITC-PTAP peptide / Tsg101 binding. Potency, µM (highest dose often 115 µM), inactives show at the top dose activity change, negative = inhibition, hits mostly inhibitors. 340,000 tested, under 10 active. AID 493005; active = well fitted inhibition curve with a large enough effect in the main read-out, with a control signal flat, not every such curve was filed as active; inconclusive = small, poorly fitted or top-dose-only effect, or effect the other way, or a change in a side signal; inactive = no such curve, though single readings can be large or run the other way; also: potency is read from the fitted curve at half-maximal effect; % of control where 0% means no effect
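Steps: Tsg101 binding domain dispensed (10 uM final), compounds pinned in DMSO, FITC-labeled PTAP-motif peptide added (50 nM final); after 20 min binding at room temperature, polarization measured.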
BRCA1 expr up = increases BRCA1 expression; 1.1% of 380,000 active; MCF7-BRCA1-FFLuc reporter, luminescence, 48 h; response scale: scaled: vehicle 0%, 10 µM genistein 100%; Potency, µM (titrated, usually from 46.1 µM), inactives show top-dose activation, hits mostly activators; AID 624202; also: potency is read from the fitted curve at half-maximal effect; nearly all actives have a fitted effect of over 80% in size; some results filed as inactive show a strong effect at the top dose
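Reporter cells (MCF7, BRCA1 promoter-firefly luciferase) received library compounds across a concentration series for 48 h. End-point luminescence was measured and concentration-effect curves derived after normalization.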
AT treatment = candidate therapy for ataxia-telangiectasia | Potency, µM (highest dose often 57.5 µM), inactives show top-dose activation, hits mostly activators | […] A-T fibroblasts, KAP-1 phosphorylation AlphaLISA; neocarzinostatin DNA damage 30 min before lysis | 0.19% of 320,000 active; also: potency is read from the fitted curve at half-maximal effect; % of control where 0% means no effect; nearly all actives have a fitted effect of over 45% in size
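hTERT-immortalized A-T patient fibroblasts ([…]), 500 cells/well in OPTI-MEM, 1% FBS, got compounds for 60 min, then NCS for 30 min at 37C. Lysates were then assayed for phospho-KAP-1 by AlphaLISA (anti-pKAP1 donor, anti-KAP1 acceptor beads), 6 hr at 25C.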
Active calls of the source: *; ? = inconclusive; nt = no result given; [ ] = another dose, or the depositor's remark. Unless noted, calls follow the shape of the dose curve; as a rule, active = well fitted curve in the direction sought with a large enough effect; inconclusive = small, poorly fitted or top-dose-only effect, or another doubt; inactive = no such curve, though single readings can be large; an effect the other way counts as inactive or inconclusive.

SMILES	Integrin act MD	TRPV1 ag	ELG1 repair inh	B2AR arrestin	TCR activator	p53 reactivation	CXXC DNA block	PTAP TSG101 blk	BRCA1 expr up	AT treatment
COc1ccc(NC(=O)CSc2nc(N)c(C(=O)Nc3ccc(N(C)C)cc3)s2)cc1	-28%	16	?	0.1%	8%	19%	104%[activator]	0%	40%	-9%
CCOc1ccc2c(=O)c(Oc3ccccc3)c(C)oc2c1	3%	16	-12%	-0.5%	2%	8%	1%	-16%	-20%	2%
O=C(CSc1nnc(Nc2ccccc2F)s1)Nc1cccc(S(=O)(=O)N2CCCCC2)c1	-6%	1	-11%	2.0%	-1%[46.1 µM]	25%	-1%	-1%	1%	-3%
CCN(C(=S)Nc1ccc(OC(F)F)cc1)C1CCCCC1	-217%[inhibitor]	1	-9%	-0.1%	-6%	-2%	-3%	1%	-13%	-1%
Cc1ccc(OS(=O)(=O)c2ccc(-c3csc(C)n3)s2)c(C)c1	-43%	5	?	-0.8%	-1%	8%	13%	-3%	-36%	21%
CCOC(=O)CN1C2=NCCCN2c2ccccc21	-20%	0	8%	1.0%	-21%	-9%	-1%	0%	-21%	-3%
CC1(C)CC(=O)/C(=N/Nc2ccc(Cl)cc2)CO1	?	9	?	-0.3%	-11%	20%	2%	1%	3.5µM*	-46%
COc1cccc(C(=O)OCC(=O)Nc2sc3c(c2C(N)=O)CCC3)c1O	-4%	1	9%	0.2%	7%	8%	nt	1%	-30%	10%
CCC(=O)Nc1ccc(NC(=O)c2c(C)nc3ccccn23)cc1	0%	-1	?	0.0%	-4%	13%	-3%	-13%	23%	5%
CC(=O)Nc1c(Cl)cnn(-c2ccccc2)c1=O	-47%[inhibitor]	nt	nt	nt	-3%	nt	nt	-11%	-23%	nt
O=[N+]([O-])c1cccc(/C=N/Nc2nc(NCc3ccccc3)nc(N3CCOCC3)n2)c1	1%	?	7%	-0.3%	-1%[46.1 µM]	4%	9%	-4%	-34%	5%
Cc1ccn2c(-c3csc(NCc4ccccc4)n3)c(C)nc2c1	-56%[inhibitor]	?	?	6.0%	-2%[46.1 µM]	11%	12%	-4%	-55%	nt
CCCCn1c(C)cc2cc(O)ccc21	7%	1	17%	0.2%	-1%	-1%	3%	-2%	2%	-7%
NS(=O)(=O)c1ccc(CCNC(=O)COC(=O)c2cc([N+](=O)[O-])ccc2N2CCOCC2)cc1	-10%	0	16%	-0.7%	-5%	1%	nt	-3%	9%	-9%
Cc1ccc(S(=O)(=O)N2CCOCC2)cc1C(=O)OCC(=O)NCc1ccc2c(c1)OCO2	-16%	-1	?	-0.6%	0%	-5%	nt	-2%	-16%	-3%
CC(=O)N1CCN(c2ccc(NC(=O)c3ccc4c(c3)OCCO4)cc2Cl)CC1	-3%	9	?	0.1%	nt	2%	-5%	1%	31%	-2%[11.5 µM]
CCOc1ccc(C(=O)NC2CCN(C(=O)Nc3ccc(F)cc3)CC2)cc1	-15%	12	3%	0.1%	3%	-1%	8%	-1%	-11%	5%
O=C(COC(=O)c1cccs1)NCc1ccccc1	13%	13	1%	-0.9%	-4%	18%	6%	-2%	3%	3%
O=C(O)CCc1ccc(-c2ccccc2)n1-c1cccc(O)c1	21%	2	24%	-0.4%	0%	?	2%	-7%	-10%	3%
Cn1cnc([N+](=O)[O-])c1Cl	-45%	-3	0%	0.4%	3%	9%	2%	-5%	12%	-11%
O=C(NCc1cccnc1)c1ccc(COc2ccc(Cl)cc2)cc1	-57%[inhibitor]	?	0%	0.0%	-8%	-8%	-4%	-4%	14%	2%
COc1ccc(-c2csc(Cc3nnc4n3CCCCC4)n2)cc1	-2%	0	0%	0.0%	5%	5%	-4%	-1%	-24%	4%
O=C(Nc1ccc(Br)cc1)c1cccc2c1C(=O)N(C1CCCCC1)C2	16%	5	-1%	0.1%	4%	0%	2%	2%	-5%	5%
O=C(NCCCn1ccnc1)C(=O)NCC1OCCN1S(=O)(=O)c1ccc(Br)cc1 (configuration not stated)	-12%	7	?	-0.2%	2%	3%	-2%	-1%	-8%	-2%
COc1cc(/C=N/Nc2cc(C)nc(NS(=O)(=O)c3ccc(C)cc3)n2)ccc1O	2%	-2	-6%	-0.2%	3%[46.1 µM]	-26%	0%	3%	-16%	-2%
(next part)
SMILES	Integrin act MD	TRPV1 ag	ELG1 repair inh	B2AR arrestin	TCR activator	p53 reactivation	CXXC DNA block	PTAP TSG101 blk	BRCA1 expr up	AT treatment
O=C(N/N=C/c1ccsc1)c1cc(-c2cccs2)nc2ccccc12	6%	?	?	-1.8%	-1%[46.1 µM]	2%	8%	-2%	-68%	2%
COC(=O)c1ccc(S(=O)(=O)N2C3CCC2CC(NC(=O)C2CC2)C3)cc1 (configuration not stated)	11%	3	3%	0.3%	-6%	-5%	-9%	-1%	28%	-2%
CCc1ccc2[nH]c(=O)c(C(c3nnnn3Cc3ccco3)N3CCC(C)CC3)cc2c1 (configuration not stated)	17%	2	-7%	0.0%	3%	-4%	-3%	-4%	-31%	3%
Cc1noc(NS(=O)(=O)c2ccc(NC(=O)C(C)C)cc2)c1C	12%	-1	-16%	0.4%	nt	6%	9%	-3%	-12%	0%
COc1ccc(NC(=S)N2CCC(C(=O)N3CCCCCC3)CC2)cc1	0%	-1	-1%	-0.6%	1%	0%	-6%	-6%	4%	-8%
C=CCOC(=O)C1=C(C)Nc2ncnn2C1c1cc(Br)ccc1F (configuration not stated)	-12%[7.66 µM]	9	?	-0.3%	2%	-1%	4%	-2%	-62%	17%
CN(c1ccccc1C(=O)NCc1ccco1)S(C)(=O)=O	-20%	nt	8%	-0.1%	5%	22%	-4%	-3%	4%	7%
COc1cc(/C=C2/C(=N)N3OC(C)=CC3=NC2=O)ccc1OC(=O)c1ccco1	8%	3	18%	0.3%	3%	3%	32%[activator]	1%	-13%	-2%
CCCCOc1ncnc2c1[nH]c1ccc(F)cc12	-51%[inhibitor]	?	?	-0.6%	-3%	29%	3%	0%	-38%	2%
COc1ccc(N(CC(=O)Nc2ccccc2C)S(=O)(=O)c2ccccc2[N+](=O)[O-])c(OC)c1	9%	6	0%	0.0%	2%	-2%	0%	0%	-44%	6%
O=c1[nH]c2ccccc2cc1CN(Cc1cccnc1)S(=O)(=O)c1ccc([N+](=O)[O-])cc1	-20%	-1	-3%	-0.1%	-4%	0%	0%	-5%	-3%	1%
O=C(O)c1nn(Cc2ncc(-c3cccc(Cl)c3)o2)c(=O)c2ccccc12	-6%	0	6%	0.4%	-5%	1%	17%	1%	-32%	-2%
Cc1ccc2[nH]ccc(=O)c2c1	21%	1	4%	-0.8%	-1%	2%	4%	nt	14%	12%
Cc1ccc(NC(=O)COC(=O)C2(c3ccc(Cl)cc3)CCCC2)cc1	-38%	?	-17%	-0.7%	-1%[46.1 µM]	19%	8%	0%	-95%	10%
Cc1nc2sc(C(c3ccc(Cl)cc3)N3CCN(c4ccccc4F)CC3)c(O)n2n1 (configuration not stated)	-7%	-2	-12%	0.0%	5%	-25%	-13%	-7%	0%	4%
COc1ncnc2c1oc1ccccc12	0%	-6	?	-0.5%	3%	14%	-2%	-5%	-2%	-4%
COc1ccc(OC)c(S(=O)(=O)NCC(=O)NC2CCCCCC2)c1	-8%	1	5%	-0.2%	-9%	9%	nt	-5%	-2%	5%
Clc1ccccc1OCCCOc1cccc2cccnc12	15%	9	?	-0.3%	nt	nt	1%	1%	?	5%
COc1ccc(N(CC(=O)NC2CCCCC2)C(=O)CCC(=O)Nc2nc(C)cs2)cc1	0%	-2	-9%	-1.1%	3%	-1%	18%	0%	-20%	-4%
CC(=O)/C=C/c1ccc2ccccc2n1	-63%[inhibitor]	-2	-23%	-0.6%	0%	-11%	0%	0%	-91%	18%
COc1ccc(NC(=O)c2cc(S(=O)(=O)N3CCc4ccccc43)cn2C)cc1OC	11%	0	8%	-0.5%	3%	nt	nt	4%	3%	11%
COC(C(=O)Nc1ccc(S(=O)(=O)N2CCCCC2)cc1)c1ccccc1 (configuration not stated)	-34%	-2	-24%	-0.5%	nt	1%	9%	0%	-24%	-2%
CN1CCCC(OC(=O)CCCCC(=O)OC2CCCN(C)C2)C1 (configuration not stated)	7%	7	7%	-0.2%	1%	-7%	1%	-3%	2%	2%
O=C(CN1CCN(Cc2cccc3ccccc23)CC1)NCCc1ccccc1	-12%	-1	3%	0.0%	-2%	-3%	-4%	-2%	-25%	10%
CCOC(=O)/C(C#N)=C/c1c(N2CCN(c3ccccc3)CC2)nc2ccccn2c1=O	-26%	1	?	-0.3%	10%	1%	-1%	4%	38%	26%
Cc1ccc(C(=O)C(C)[n+]2cccc(C(N)=O)c2)cc1 (configuration not stated)	2%	0	2%	-0.1%	-1%	0%	-4%	-1%	-4%	0%
Cc1cc(C)nc(Nc2n[nH]c(-c3ccccc3N)n2)n1	-2%	-1	?	-0.4%	-3%	-4%	19%	-3%	-11%	4%
